SIAE inh – human SIAE inhibition, primary screen; inhibition, % at 9.66 µM; 370,000 tested, 0.69% active; SIAE FP-Rh probe binding, fluorescence polarization;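 active = inhibition above a cutoff: mean of compounds within the control limits plus 3 SD of those, cut at about 17% in these data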;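 also: 0% = plate median of compound wells and 100% = probe without SIAE protein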
ABHD4 inh – ABHD4 (mouse) inhibition, primary FP screen. inhibition, % at 8.92 µM. Q8VD66. 370,000 tested, 0.54% active. AID 720543. purified mABHD4, FP-Rh probe fluorescence polarization;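 active = inhibition exceeding the mean over every tested compound plus 3 SD, cut at about 30% in these data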;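 also: 0% = plate median of compound wells and 100% = S159A mutant with DMSO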
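Assay system: wild-type mouse ABHD4 protein; compound: single nominal dose of 8.92 µM, 0.89% DMSO final; schedule: 45 min + 60 min at 25 °C; measured by: FP readout, ex 525 nm / em 598 nm; evaluation: % inhibition of FP-Rh probe binding versus controls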
TDP2 inh – blocks human TDP2 phosphodiesterase activity; O95551; recombinant TDP2, T5PNP hydrolysis, p-nitrophenol absorbance 415 nm; 370,000 tested, 0.34% active; AID 720702; inhibition, % at 12.8 µM;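 active = inhibition above the mean of all tested compounds plus 3 SD, set per campaign, cut at about 25% in these data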;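 also: 0% = DMSO with enzyme and 100% = buffer with substrate but no TDP2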
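Assay system: Recombinant human TDP2 | Quantity: 120 nM TDP2 per well | Incubation: 2 h at 37 °C | Signal: Epi absorbance | Evaluation: Percent inhibition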
rCAG RNA binder – binds r(CAG) RNA repeats; r(CAG) RNA repeat, TO-PRO-1 dye displacement fluorescence; inhibition, % at 3 µM; 370,000 tested, 1.3% active; AID 651821;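 active = inhibition above the plate cutoff, the mean of all test compounds on that plate plus 3 SD, cut at about 35% in these data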;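 also: 0% = DMSO alone and 100% = 100 µM mitoxantrone as full dye displacement; higher means more dye released from RNA so lower well fluorescence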
TCR-CD3 inh – inhibitors of human TCR-CD3 interaction | 360,000 tested, 0.37% active | inhibition, % at 9.4 µM | AID 651800 | TAMRA-labeled TCR probe fluorescence, biochemical; in the data active = inhibition above about 19%;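 also: recombinant mutant TCR 2C K166C tagged with TAMRA read by polarization; 0% = receptor in buffer alone and 100% = receptor with positive control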
NR1D1 modulator – modulators of human Rev-erb alpha DNA binding; Rev-erbα–FITC-DNA binding, fluorescence polarization, 90 min; 370,000 tested, 0.79% active; activity, % at 10 µM; P20393;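 active = activity above about 14%, limit read from the data; passing the limit was not always enough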;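 also: 0% = DMSO wells with 35 nM protein and 100% = DMSO wells with 750 nM protein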
Target sequence (P20393 whole entry, looked up): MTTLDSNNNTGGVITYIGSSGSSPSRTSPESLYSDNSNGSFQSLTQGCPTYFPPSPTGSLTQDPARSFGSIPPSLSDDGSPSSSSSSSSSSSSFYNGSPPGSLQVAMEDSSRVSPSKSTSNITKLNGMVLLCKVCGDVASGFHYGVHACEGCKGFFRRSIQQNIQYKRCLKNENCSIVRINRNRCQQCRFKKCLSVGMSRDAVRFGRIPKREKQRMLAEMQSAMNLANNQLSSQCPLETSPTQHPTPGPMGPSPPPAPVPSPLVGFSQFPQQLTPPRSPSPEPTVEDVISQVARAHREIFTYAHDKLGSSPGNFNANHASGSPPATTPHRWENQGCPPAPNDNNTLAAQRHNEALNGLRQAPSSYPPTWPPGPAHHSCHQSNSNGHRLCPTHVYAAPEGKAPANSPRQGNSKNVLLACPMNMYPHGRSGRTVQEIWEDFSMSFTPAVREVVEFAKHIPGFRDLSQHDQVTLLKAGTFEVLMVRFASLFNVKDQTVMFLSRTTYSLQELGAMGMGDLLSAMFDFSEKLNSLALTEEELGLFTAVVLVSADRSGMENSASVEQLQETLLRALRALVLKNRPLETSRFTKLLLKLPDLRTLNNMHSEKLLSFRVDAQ
PRMT1 inh – inhibitors of human PRMT1 | Q99873 | recombinant PRMT1, activity-based probe fluorescence polarization | inhibition, % at 2.79 µM | 370,000 tested, 1.3% active | AID 652257;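 active = inhibition above about 21% made by adding two undisclosed values, limit read from the data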
LEDGF integ inh – blocks HIV-1 LEDGF/p75-dependent DNA integration; TR-FRET IN-LEDGF/p75 DNA integration, Eu/Cy5; inhibition, % at 3.7 µM; 370,000 tested, 0.64% active;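 active = inhibition above the screen-wide mean plus 3 SD, cut at about 13% in these data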;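 also: signal is the Cy5 over europium emission ratio at 671 and 618 nm; 0% = plate median of compound wells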
HTRA1 inhibitor – blocks human HTRA1 serine peptidase. Q92743. recombinant HTRA1, FP-rhodamine activity-based probe, fluorescence polarization. inhibition, % at 5.96 µM. 340,000 tested, 0.5% active; in the data active = inhibition above about 36%;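 also: 0% = enzyme with DMSO and 100% = wells lacking enzyme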
Target sequence (Q92743 whole entry, looked up): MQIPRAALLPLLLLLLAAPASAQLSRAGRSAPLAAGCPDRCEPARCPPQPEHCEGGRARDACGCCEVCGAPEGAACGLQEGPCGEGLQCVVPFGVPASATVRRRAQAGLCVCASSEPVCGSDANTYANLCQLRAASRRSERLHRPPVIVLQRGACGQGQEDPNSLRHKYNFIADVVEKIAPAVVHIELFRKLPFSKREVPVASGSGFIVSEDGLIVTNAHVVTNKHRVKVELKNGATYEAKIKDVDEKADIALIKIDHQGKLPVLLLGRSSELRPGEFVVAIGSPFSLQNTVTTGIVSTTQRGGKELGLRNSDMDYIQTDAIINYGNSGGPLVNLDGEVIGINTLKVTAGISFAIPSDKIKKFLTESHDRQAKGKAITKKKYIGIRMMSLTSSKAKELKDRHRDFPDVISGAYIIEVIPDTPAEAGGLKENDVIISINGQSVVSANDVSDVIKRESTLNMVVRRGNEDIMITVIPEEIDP
PG9 binder – PG9 antibody binding by small molecule. 360,000 tested, 0.43% active. inhibition, % at 6.7 µM. TR-FRET gp120-PG9 antibody binding. AID 624416; in the data active = inhibition above about 8.5%
Active calls of the source: *; . = not tested or not shown; & = joins results of further samples. These rows are one share of the data; rates above refer to the full screens.

| entry | SMILES | SIAE inh | ABHD4 inh | TDP2 inh | rCAG RNA binder | TCR-CD3 inh | NR1D1 modulator | PRMT1 inh | LEDGF integ inh | HTRA1 inhibitor | PG9 binder |
| --- | --- | --- | --- | --- | --- | --- | --- | --- | --- | --- | --- |
| 1 | Cc1ccc(N(Cc2cc(=O)[nH]c3ccccc23)C(=O)c2ccco2)cc1 | -5 | -6 | 2 | 0 | -1 | 2 | 7 | -3 | 0 | 1.2 |
| 2 | CNCC(O)COc1ccccc1 (stereo unspecified) | -8 | -11 | -17 | 3 | 12 | -2 | -3 | 6 | 7 | -3.9 |
| 3 | COc1c(C)cc(C(=O)C2CCCN(C(=O)c3csc(C)n3)C2)cc1C (stereo unspecified) | 0 | 7 | -6 | -8 | 7 | 6 | 4 | -3 | -2 | -1.2 |
| 4 | CC(C)(C)NC(=O)CN(c1cccc([N+](=O)[O-])c1)S(=O)(=O)c1ccccc1 | -1 | -2 | 8 | -2 | 6 | -3 | 1 | -2 | . | -0.3 |
| 5 | COc1cccc(CNC(=O)CCC2CCCN(C(=O)c3ccoc3)C2)c1 (stereo unspecified) | 0 | -3 | 1 | -4 | -3 | 3 | 3 | -5 | 4 | -1.2 |
| 6 | COCc1cc(C)nc2sc(C(=O)N3CCCCC3)c(N)c12 | -4 | 3 | 4 | 0 | 3 | -4 | 11 | 1 | 0 | -1.1 |
| 7 | CCC(C)N1CCN(C(=O)C2CCN(S(=O)(=O)c3c(C)noc3/C=C/c3ccco3)CC2)CC1 (stereo unspecified) | -3 | 2 | 10 | 1 | 2 | -5 | 3 | 0 | -5 | -1.1 |
| 8 | O=c1c2ccccc2nc(CSc2ncnc3nc[nH]c23)n1-c1cccc(C(F)(F)F)c1 | -4 | -1 | -4 | -1 | 8 | 11 | 0 | -1 | -10 | 0.8 |
| 9 | FC(F)(F)c1ccccc1CN1CCC(Cc2ccccc2)CC1 | 6 | 6 | 14 | -3 | 2 | -2 | 0 | -1 | -7 | -1.3 |
| 10 | COc1cc(Cl)c(S(=O)(=O)N2CCOCC2)cc1Cl | -1 | 1 | -6 | -1 | 2 | 10 | 1 | -4 | 3 | -1.1 |
| 11 | CCCc1c(-c2ccccc2OC)ncn1CCc1ccccc1OC | 3 | 6 | 3 | -1 | 1 | 2 | -1 | -2 | . | -0.5 |
| 12 | O=C(CCCSc1nc2ccccc2[nH]1)NCc1ccccc1F | 4 | -1 | 2 | -5 | 14 | -1 | 0 | -1 | -11 | -0.5 |
| 13 | COc1ccc(C(=O)Nc2ccccc2C(=O)NCC2CCCO2)cc1 (stereo unspecified) | -1 | 5 | -3 | -9 | 4 | -3 | 4 | 0 | -1 | -0.7 |
| 14 | Cc1ccc(S(=O)(=O)N2CCCN(C(=O)CNC(=O)c3cccc(C)c3)CC2)cc1 | -1 | -1 | 1 | 0 | -1 | 5 | 0 | 0 | 2 | -0.5 |
| 15 | CCOc1ccccc1NC(=S)NC(=O)C1CC1 | 13 | -12 | 6 | 0 | 0 | 3 | -2 | 6 | -5 | -1.6 |
| 16 | COc1ccc(OC)c(S(=O)(=O)N2CCCC(C(=O)NCc3ccncc3)C2)c1 (stereo unspecified) | -11 | -4 | -3 | 0 | 6 | 5 | -2 | 0 | 7 | -1.1 |
| 17 | CCOC(=O)C1(CC2CCCCO2)CCN(Cc2cn[nH]c2-c2cccc(F)c2)CC1 (stereo unspecified) | 0 | 0 | -9 | -10 | -3 | 3 | 2 | -2 | -4 | 0.7 |
| 18 | COc1ccccc1Nc1nnc(SCC(=O)N2CC(=O)Nc3ccccc32)s1 | -1 | 1 | -5 | 1 | -1 | 1 | 2 | 0 | -1 | -1.2 |
| 19 | COc1ccc(-n2nc(C(=O)NCC(=O)N3CCN(c4ccccn4)CC3)c3ccccc3c2=O)cc1OC | 0 | 0 | -11 | -5 | 2 | 3 | -1 | 5 | -6 | 0.7 |
| 20 | Cc1cc(-c2ccc(C)c(S(=O)(=O)NCCN3CCC(C)CC3)c2)on1 | -1 | 2 | -3 | -5 | 9 | 5 | -5 | -2 | 6 | -2.9 |
| 21 | Cn1c(-c2ccco2)nc2cc3ccccc3cc21 | 6 | -2 | -6 | 8 | 1 | -4 | 17 | -4 | -3 | -2.0 |
| 22 | COc1ccc2cc(CCOC3CCCCO3)ncc2c1 (stereo unspecified) | 1 | -1 | 1 | -4 | 4 | -2 | 1 | 2 | -3 | 0.0 |
| 23 | CCn1c(SCC(=O)Nc2ccc(F)cc2)nnc1C1CC1 | 2 | 3 | 7 | -1 | 7 | 4 | -2 | 1 | 0 | -0.9 |
| 24 | COc1ccc(C(=O)Nc2c(F)c(F)c(F)c(F)c2F)cc1OC | -4 | 4 | 4 | 3 | -1 | -5 | 4 | -2 | . | -0.7 |
| 25 | Cc1cc(C)c2nc(-c3ccccn3)cc(C(=O)N3CCCC3)c2c1 | 1 | 7 | -5 | 4 | -4 | -5 | 7 | -3 | -12 | 1.9 |
| 26 | O=C(Nc1ncnc2sc3c(c12)CCCCC3)c1ccccc1 | 2 | -4 | -4 | -1 | 2 | 4 | 2 | -1 | -8 | -1.2 |
| 27 | Cc1cccc(CCNC(=O)C2CC(O)CN2C(=O)Nc2ccccc2)c1 (stereo unspecified) | 4 | -4 | -3 | 1 | 2 | 5 | -2 | -1 | 3 | 0.3 |
| 28 | Cc1cc(C)n2nc(-c3ccccc3)cc2n1 | -11 | 3 | 0 | -1 | -4 | -5 | 3 | -2 | -2 | 1.4 |
| 29 | COc1ccc(NC(=O)CSc2ncn[nH]2)c([N+](=O)[O-])c1 | 2 | -4 | -6 | 0 | 2 | -8 | -1 | -4 | 1 | -0.1 |
| 30 | Cc1ccc2[nH]c3c(c2c1)CN(C(=O)CN1CCN(c2cccc(C)c2C)CC1)CC3 | 0 | -1 | -8 | 8 | 0 | 3 | 21 | -1 | -22 | 0.3 |
| 31 | CCN(CCS(=O)(=O)c1ccc(Cl)cc1)Cc1nc2ccccc2c(=O)[nH]1 | -2 | -2 | -12 | 0 | 5 | 4 | -6 | -1 | -3 | -1.9 |
| 32 | O=C(CSc1ncccn1)NCc1cccs1 | 1 | 0 | -1 | 0 | 4 | 8 | -1 | 0 | 3 | -0.2 |
| 33 | N#CCCN(CCC#N)C(=O)COc1ccc(Cl)cc1Cl | -8 | -2 | -6 | -2 | -5 | 0 | 4 | 4 | 6 | -0.1 |
| 34 | CCS(=O)(=O)N1CCCC(C(=O)NCC2CCCO2)C1 (stereo unspecified) | 4 | -1 | 4 | -1 | -4 | 3 | 3 | -1 | 3 | -0.1 |
| 35 | O=C(CSc1ccccc1)N[C@@H](Cc1ccccc1)C(=O)O | 0 | -1 | -6 | 7 | -6 | -1 | 3 | 2 | -1 | 0.2 |
| 36 | CCCC(=O)NC(c1cccs1)c1cc([N+](=O)[O-])c2cccnc2c1O (stereo unspecified) | 8 | 12 | 5 | 8 | 0 | 9 | 5 | 1 | 36* | -3.0 |
| 37 | O=C1NC(Cc2ccccc2)c2nc3cc(F)ccc3c(=O)n2-c2ncccc21 (stereo unspecified) | 1 | 0 | 5 | 1 | -2 | -3 | 1 | 3 | -6 | -1.5 |
| 38 | Cc1occc1C(=O)Nc1c(F)cc(F)cc1Br | 9 | 6 | 5 | -3 | 4 | 2 | -3 | -3 | 1 | 0.4 |
| 39 | CC(=O)O[C@H]1C[C@@]2(C)[C@@H](C[C@@H](O)[C@H]3[C@@]4(C)CC[C@@H](O)[C@@H](C)[C@@H]4CC[C@@]32C)/C1=C(\CCC=C(C)C)C(=O)O | 1&-3 | 4&-16 | -3&-4 | 11&14 | -17&-4 | -6&-7 | 3&6 | -5&6 | -19&0 | -1.3&0.9 |
| 40 | CCN1C(=O)c2ccccc2S(=O)c2ccc(C(=O)NCc3ccccn3)cc21 (stereo unspecified) | 0 | 4 | 4 | 1 | 6 | -5 | -2 | -5 | -1 | 0.1 |
| 41 | CC(C)(C)NC(=O)C1CCC(CNS(=O)(=O)c2cccc3nsnc23)CC1 (stereo unspecified) | 4 | -4 | 7 | -3 | 6 | -4 | -3 | 4 | -7 | -2.1 |
| 42 | CCCc1ccc(C(O)c2ncc(-c3ccccc3)[nH]2)cc1 (stereo unspecified) | -3 | -25 | 0 | 2 | -8 | 3 | 7 | -6 | . | 2.2 |
| 43 | CCOc1ccc(N2CC(=O)SC2=S)cc1 | -17 | -49 | 0 | 4 | -7 | -4 | 4 | 1 | -18 | 1.9 |
| 44 | O=C(NC12CC3CC(CC(C3)C1)C2)c1ccccc1 | -2 | -3 | -2 | -5 | 3 | 1 | 0 | 2 | 0 | -0.2 |
| 45 | C=CCN(C(=O)c1oc2c(Cl)cc(C)cc2c1C)C1CCS(=O)(=O)C1 (stereo unspecified) | 1 | -8 | 5 | -4 | 11 | 4 | 0 | 1 | -3 | 2.0 |
| 46 | CC(=O)Nc1ccc(S(=O)(=O)N2c3ccccc3NC(=O)CC2C)c(Cl)c1 (stereo unspecified) | -5 | -3 | 1 | -1 | -3 | -1 | -3 | 8 | . | -0.6 |
| 47 | CCOc1ccc(S(=O)(=O)N2CCOCC2)cc1[N+](=O)[O-] | -2 | -3 | -10 | 5 | 7 | 3 | 9 | -6 | 3 | -0.1 |

In the list so far, eleven contain an aryl methoxy group:
| entry | SMILES | SIAE inh | ABHD4 inh | TDP2 inh | rCAG RNA binder | TCR-CD3 inh | NR1D1 modulator | PRMT1 inh | LEDGF integ inh | HTRA1 inhibitor | PG9 binder |
| --- | --- | --- | --- | --- | --- | --- | --- | --- | --- | --- | --- |
| 3 | COc1c(C)cc(C(=O)C2CCCN(C(=O)c3csc(C)n3)C2)cc1C (stereo unspecified) | 0 | 7 | -6 | -8 | 7 | 6 | 4 | -3 | -2 | -1.2 |
| 5 | COc1cccc(CNC(=O)CCC2CCCN(C(=O)c3ccoc3)C2)c1 (stereo unspecified) | 0 | -3 | 1 | -4 | -3 | 3 | 3 | -5 | 4 | -1.2 |
| 10 | COc1cc(Cl)c(S(=O)(=O)N2CCOCC2)cc1Cl | -1 | 1 | -6 | -1 | 2 | 10 | 1 | -4 | 3 | -1.1 |
| 11 | CCCc1c(-c2ccccc2OC)ncn1CCc1ccccc1OC | 3 | 6 | 3 | -1 | 1 | 2 | -1 | -2 | . | -0.5 |
| 13 | COc1ccc(C(=O)Nc2ccccc2C(=O)NCC2CCCO2)cc1 (stereo unspecified) | -1 | 5 | -3 | -9 | 4 | -3 | 4 | 0 | -1 | -0.7 |
| 16 | COc1ccc(OC)c(S(=O)(=O)N2CCCC(C(=O)NCc3ccncc3)C2)c1 (stereo unspecified) | -11 | -4 | -3 | 0 | 6 | 5 | -2 | 0 | 7 | -1.1 |
| 18 | COc1ccccc1Nc1nnc(SCC(=O)N2CC(=O)Nc3ccccc32)s1 | -1 | 1 | -5 | 1 | -1 | 1 | 2 | 0 | -1 | -1.2 |
| 19 | COc1ccc(-n2nc(C(=O)NCC(=O)N3CCN(c4ccccn4)CC3)c3ccccc3c2=O)cc1OC | 0 | 0 | -11 | -5 | 2 | 3 | -1 | 5 | -6 | 0.7 |
| 22 | COc1ccc2cc(CCOC3CCCCO3)ncc2c1 (stereo unspecified) | 1 | -1 | 1 | -4 | 4 | -2 | 1 | 2 | -3 | 0.0 |
| 24 | COc1ccc(C(=O)Nc2c(F)c(F)c(F)c(F)c2F)cc1OC | -4 | 4 | 4 | 3 | -1 | -5 | 4 | -2 | . | -0.7 |
| 29 | COc1ccc(NC(=O)CSc2ncn[nH]2)c([N+](=O)[O-])c1 | 2 | -4 | -6 | 0 | 2 | -8 | -1 | -4 | 1 | -0.1 |
